High-throughput results as filed in PubChem.
Vif-APOBEC3F blk: inhibitors of Vif-A3F interaction. HeLa A3F-eYFP + Vif (tagged APOBEC3F with the HIV-1 protein that degrades it), YFP fluorescence increase. Potency, µM (titrated, usually from 46.1 µM), without a hit: at the highest dose activity, negative = active. 390,000 tested, 0.2% active. AID 602313; note: potency is the fitted concentration of half-maximal effect; % of control where 0% means no effect; nearly all actives have a fitted effect of over 65% in size
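HeLa cells stably expressing A3F-eYFP plus Vif, plated and incubated overnight at 37 deg C, then exposed to compounds overnight at 37 deg C. Blocked degradation read as raised yellow fluorescence (Ex 488/Em 500-530).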
RGS4 inh: human RGS4 inhibition; Transcreener GDP fluorescence polarization, RGS4-accelerated GTP hydrolysis; P49798; AID 504845; Potency, µM (series often up to 114 µM), for inactives: at the top dose activity change, negative = inhibition, actives largely listed as inhibitors; 390,000 tested, 0.039% active; note: potency is the fitted concentration of half-maximal effect; % is set by controls: 0 for no effect and ±100 for the full control effect; nearly all actives have a fitted effect of over 75% in size; some results filed as inactive show a strong effect at the top dose
Target sequence (P49798 whole entry, looked up): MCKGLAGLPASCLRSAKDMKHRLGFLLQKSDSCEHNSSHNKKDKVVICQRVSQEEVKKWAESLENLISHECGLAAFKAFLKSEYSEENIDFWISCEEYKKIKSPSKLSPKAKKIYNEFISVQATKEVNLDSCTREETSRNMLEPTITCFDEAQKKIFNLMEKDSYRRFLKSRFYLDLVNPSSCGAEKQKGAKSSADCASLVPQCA
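MLSMR compounds (23 nl, pin-transferred) preincubated 10 min at room temperature with a 500nM (2x) first reagent, then RGS4 at 900nM (2x) plus Transcreener GDP mix added; fluorescence polarization (620/688 nm) read before and after 90 min at 30 °C.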
ERG Ets-DNA blk: blocks human ERG Ets domain binding to DNA | fluorescence polarization, His-ERG Ets domain / labelled DNA | AID 624246 | 370,000 tested, 0.028% active | P11308 | Potency, µM (highest dose often 76.9 µM), without a hit: top-dose FP activity, negative = inhibition, actives largely listed as inhibitors; active = well fitted inhibition curve with a large enough effect in the polarisation, with a control signal flat; inconclusive = small, poorly fitted or top-dose-only effect, or effect the other way, or a change in a side signal; inactive = no such curve, though single readings can be large or run the other way; the % refers to the polarisation;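 note: polarization taken with two DNA probes labelled with fluorescein and Texas red; potency is the fitted concentration of half-maximal effect; % of control where 0% means no effect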
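His-tagged ERG Ets domain (1 uM in the protein solution; 300mM KCl, 50mM Tris-HCl, 1mM EDTA, 1mM DTT, pH 7.5) received compound, then a probe mix of 5 nM fluorescein-DNA and 100nM Texas-615-DNA. Fluorescence polarization was read for both dyes.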
D2 agonist: D2 dopamine receptor (human) agonism; HEK293 T-REx D2 cells, calcium flux agonist mode; activation, % at 2 µM; P14416; 340,000 tested, 0.53% active;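 active = activation over 3 SD above normal in the single-dose calcium agonist read, cut at about 30% in these data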; note: 0% is about no effect
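HEK293 Trex D2 cells, tetracycline-induced, o/n 30 C 5% CO2; no-wash Ca dye, RT 30–90 min; 10-cycle baseline, 23 nl cpd added, kinetic Ca read 180 s; agonist hits = positive Ca response.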
12-LOX inh: inhibitors of human 12S-lipoxygenase ALOX12; P18054; purified 12hLO, xylenol orange hydroperoxide absorbance; Potency, µM (highest dose often 108 µM), without a hit: at the top dose activity change, negative = inhibition, hits mostly inhibitors; 580,000 tested, 1.1% active; AID 1671190; note: potency is the fitted concentration of half-maximal effect; % is set by controls: 0 for no effect and ±100 for the full control effect
Target sequence (P18054 whole entry, looked up): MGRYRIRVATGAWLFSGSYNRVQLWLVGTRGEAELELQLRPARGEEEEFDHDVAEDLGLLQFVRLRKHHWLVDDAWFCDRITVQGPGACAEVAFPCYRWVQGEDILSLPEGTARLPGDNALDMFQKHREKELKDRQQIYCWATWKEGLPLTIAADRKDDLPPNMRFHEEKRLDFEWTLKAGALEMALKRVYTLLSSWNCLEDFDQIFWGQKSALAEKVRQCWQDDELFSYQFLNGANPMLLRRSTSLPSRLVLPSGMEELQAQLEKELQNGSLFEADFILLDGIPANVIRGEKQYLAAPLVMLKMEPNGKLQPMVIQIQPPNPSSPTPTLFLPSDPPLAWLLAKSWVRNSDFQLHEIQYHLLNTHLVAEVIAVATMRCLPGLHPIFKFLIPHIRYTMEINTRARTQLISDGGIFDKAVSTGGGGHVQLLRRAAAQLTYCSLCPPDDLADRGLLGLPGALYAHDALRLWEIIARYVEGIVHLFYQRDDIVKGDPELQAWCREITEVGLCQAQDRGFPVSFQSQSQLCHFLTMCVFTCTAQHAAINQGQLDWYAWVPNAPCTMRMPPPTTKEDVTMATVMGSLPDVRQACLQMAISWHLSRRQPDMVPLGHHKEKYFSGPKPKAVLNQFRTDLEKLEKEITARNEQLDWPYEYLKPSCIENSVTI
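Purified human 12hLO at 150 nM in 25 mM Hepes, 0.01% Triton X-100, pH 7.0, preincubated 15 min at room temperature with compound. Reaction started with 40 uM arachidonic acid, 30 min at room temperature. Hydroperoxide measured by Fe-xylenol orange, 573/405 nm absorbance ratio.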
LDHA block: LDHA (human) enzyme inhibition; P00338; purified LDHA, NADH/diaphorase-resazurin fluorescence; hits give low values; activity change, % (values are at about 110 or 230 µM); 480,000 tested, 0.15% active; AID 1347041; in the data active = activity change below about -30%; inconclusive = mostly about -25% to -30%;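 note: plate controls were DMSO wells for no effect and wells without enzyme for full effect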
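Enzyme activity of human lactate dehydrogenase 5 (2 nM; 0.06 mM NADH, 0.2 mM pyruvate, 5 min, RT) is measured via a resazurin/diaphorase fluorescence readout of residual NADH.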
Glioma ERSR ind: ER stress response induction in glioma; U87-MG GRP78 promoter luciferase reporter, 16 h; Potency, µM, without a hit: at the highest dose activation, usual class: activators; 420,000 tested, 0.02% active; AID 602332; note: potency is the fitted concentration of half-maximal effect; series mostly up to about 76 µM; % of control where 0% means no effect; nearly all actives have a fitted effect of over 35% in size
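Stably transfected U87-MG human glioma cells carrying a GRP78-based luminescent sensor were seeded at 1000 cells/well, pin-dosed with compounds and incubated 16 h. Luciferase reagent was then added, and end-point luminescence was read after 10 min at room temperature.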
D2 antag: antagonizes the human D2 dopamine receptor. HEK293 TREx D2 cells, calcium flux, dopamine EC80. inhibition, % at 10 µM. 340,000 tested, 2% active. AID 485344; in the data active = inhibition above about 30%; note: 0% is about no effect
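Calcium flux kinetic readout in an inducible HEK293 TREx D2 line plated overnight at 30 C. After 180 s compound exposure, an EC80 dopamine challenge follows with another 180 s kinetic read to detect antagonism.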
Vif-A3G inh: blocks the Vif interaction with human APOBEC3G. Q9HC16. HeLa A3G-eYFP + Vif (tagged APOBEC3G with the HIV-1 protein that degrades it), YFP fluorescence, overnight. Potency, µM (series often up to 46.1 µM), for the others: top-dose activity, negative = active, actives largely listed as inhibitors. 410,000 tested, 0.076% active;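 note: potency is the fitted concentration of half-maximal effect; % is set by controls: 0 for no effect and ±100 for the full control effect; nearly all actives have a fitted effect of over 60% in size; hits raise eYFP signal because A3G escapes Vif-driven loss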
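HeLa cells stably expressing Vif and C-terminally eYFP-tagged A3G, seeded overnight at 37 deg C, then exposed to compound by pintool overnight at 37 deg C. Rise in yellow fluorescence (Ex 488/Em 500-530, Acumen) marks blocked Vif-driven A3G degradation.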
* hit, by the source's call; ? = inconclusive; . = not tested or not shown; & = joins results of further samples; [ ] = dose if it differs, or a comment. Unless noted, calls come from the whole dose curve; as a rule, active = well fitted curve in the direction sought with a large enough effect; inconclusive = small, poorly fitted or top-dose-only effect, or another doubt; inactive = no such curve, though single readings can be large; an effect the other way counts as inactive or inconclusive. The list is partial, so the mix of outcomes need not match the whole.

SMILES	Vif-APOBEC3F blk	RGS4 inh	ERG Ets-DNA blk	D2 agonist	12-LOX inh	LDHA block	Glioma ERSR ind	D2 antag	Vif-A3G inh
Nc1ccc(N2CCCC2)c(S(=O)(=O)Nc2cccc(C(F)(F)F)c2)c1	-2%	?	9%	.	?	-4	-1%	.	1%
O=C(NCc1ccccc1Cl)c1cnccc1C(F)(F)F	2%	2%	-6%	0.9	41%	-4	-5%	-29	-2%
COc1ccc(OCC(=O)Nc2nnc3n2CCS3)cc1	-6%	8%	-3%	0.8	-16%	4	-3%	.	1%
O=C(CSc1ccc(Cl)cc1)OCc1nnc(-c2ccccc2)o1	3%	-22%	0%	-0.5	?	-3	6%	2	6%
Fc1cccc(F)c1[B-](F)(F)F	-8%	0%	7%	.	0%	-2	-3%	.	6%
COC(=O)c1nnn(-c2cccc(C)c2)c1C(=O)OC	1%	-9%	-7%	0.2	-9%	3	-2%	.	0%
O=C(C1CCN(S(=O)(=O)c2ccccc2)CC1)N1CCOCC1	0%	25%	-2%	-0.2	8%	-2	-3%	-5	-1%
CCS(=O)(=O)c1cccc(C(=O)N2CCN(c3nc4c(C)ccc(Cl)c4s3)CC2)c1	13%	-28%	-3%	-0.9	-16%	1	-4%	.	2%
CCOC(=O)C1(Cc2ccc(Cl)cc2)CCN(C(=O)CCc2cnccn2)CC1	-2%	9%	0%	-0.3	8%	-10	-6%	7	-2%
Cc1ccc2oc(-c3ccc(Cl)c(NC(=O)c4ccc(OC(C)C)cc4)c3)nc2c1	-4%	-18%	-1%	1.1	0%	-5	2%	.	-3%

Brought forward from above: two entries, followed by the next part.
SMILES	Vif-APOBEC3F blk	RGS4 inh	ERG Ets-DNA blk	D2 agonist	12-LOX inh	LDHA block	Glioma ERSR ind	D2 antag	Vif-A3G inh
CCOC(=O)C1(Cc2ccc(Cl)cc2)CCN(C(=O)CCc2cnccn2)CC1	-2%	9%	0%	-0.3	8%	-10	-6%	7	-2%
Cc1ccc2oc(-c3ccc(Cl)c(NC(=O)c4ccc(OC(C)C)cc4)c3)nc2c1	-4%	-18%	-1%	1.1	0%	-5	2%	.	-3%
CCOc1ccc(OCC)c(NS(=O)(=O)c2ccc(-c3coc(C)n3)cc2)c1	0%	-28%	-4%	.	3%	3	?	.	2%
CC(C)(C)c1ccc(OCCn2ccccc2=O)cc1	-3%	-6%[56.9 µM]	-10%	0.9	-13%	-1	-5%	25	1%
CCOC(=O)N1CCN(C(=O)COC(=O)c2ccccc2NCCO)CC1	-8%	-1%	0%	0.1	-19%	1	-1%	-9	0%
COc1ccc(-c2nc(CCNC(=O)Cc3ccc(F)cc3)cs2)cc1	1%	3%	1%	0.4	-1%	-2	0%	.	1%
NC(=O)c1ccsc1NC(=O)CSc1nc2ccccc2c(=O)n1CCCO	?	17%	.	-2.2	5%	-3	-3%	14	-2%
Cc1ccc(N2C(S)=C(C#N)C(=O)NC2c2ccco2)cc1 (stereo not drawn)	-18%	?	0%	-0.5	?	1	3%	4	-3%
COc1ccc2cc(C(C)c3nc4ccccc4c(=O)n3N)ccc2c1 (stereo not drawn)	6%	23%	-1%	1.3	-6%	2	-4%	-4	-14%
COC(=O)[C@@]1(Cc2ccc(OC)cc2)[C@@H]2C(=CC(=O)[C@H]2CC(=O)C(=O)N(C)C)CN1C(=O)c1ccccc1	-7%	-41%	1%	1.0	?	0	-2%	-11	-20%
O=C(CCc1ccccc1)NCC(c1ccco1)N1CCc2ccccc21 (stereo not drawn)	-9%	-21%	-9%	-0.3	-12%	-4	-4%	-4	?
CCCCCC(=O)N1C[C@H](n2cc(COC(=O)c3ccccc3)nn2)[C@@H](O)C[C@@H]1c1ccc(OC)cc1	-16%	.	.	.	?	-7	-4%	.	0%

A portion of the results above, for reference:
SMILES	Vif-APOBEC3F blk	RGS4 inh	ERG Ets-DNA blk	D2 agonist	12-LOX inh	LDHA block	Glioma ERSR ind	D2 antag	Vif-A3G inh
Cc1ccc2oc(-c3ccc(Cl)c(NC(=O)c4ccc(OC(C)C)cc4)c3)nc2c1	-4%	-18%	-1%	1.1	0%	-5	2%	.	-3%
CCOc1ccc(OCC)c(NS(=O)(=O)c2ccc(-c3coc(C)n3)cc2)c1	0%	-28%	-4%	.	3%	3	?	.	2%
CC(C)(C)c1ccc(OCCn2ccccc2=O)cc1	-3%	-6%[56.9 µM]	-10%	0.9	-13%	-1	-5%	25	1%
CCOC(=O)N1CCN(C(=O)COC(=O)c2ccccc2NCCO)CC1	-8%	-1%	0%	0.1	-19%	1	-1%	-9	0%
COc1ccc(-c2nc(CCNC(=O)Cc3ccc(F)cc3)cs2)cc1	1%	3%	1%	0.4	-1%	-2	0%	.	1%
NC(=O)c1ccsc1NC(=O)CSc1nc2ccccc2c(=O)n1CCCO	?	17%	.	-2.2	5%	-3	-3%	14	-2%
Cc1ccc(N2C(S)=C(C#N)C(=O)NC2c2ccco2)cc1 (stereo not drawn)	-18%	?	0%	-0.5	?	1	3%	4	-3%
COc1ccc2cc(C(C)c3nc4ccccc4c(=O)n3N)ccc2c1 (stereo not drawn)	6%	23%	-1%	1.3	-6%	2	-4%	-4	-14%
COC(=O)[C@@]1(Cc2ccc(OC)cc2)[C@@H]2C(=CC(=O)[C@H]2CC(=O)C(=O)N(C)C)CN1C(=O)c1ccccc1	-7%	-41%	1%	1.0	?	0	-2%	-11	-20%
O=C(CCc1ccccc1)NCC(c1ccco1)N1CCc2ccccc21 (stereo not drawn)	-9%	-21%	-9%	-0.3	-12%	-4	-4%	-4	?
CCCCCC(=O)N1C[C@H](n2cc(COC(=O)c3ccccc3)nn2)[C@@H](O)C[C@@H]1c1ccc(OC)cc1	-16%	.	.	.	?	-7	-4%	.	0%

The list continues:
SMILES	Vif-APOBEC3F blk	RGS4 inh	ERG Ets-DNA blk	D2 agonist	12-LOX inh	LDHA block	Glioma ERSR ind	D2 antag	Vif-A3G inh
COc1cc(F)ccc1S(=O)(=O)N1CCN(Cc2ccccc2)CC1	3%	3%	-8%	.	-1%	0	-9%	.	-1%
COc1ccccc1C(=O)NCCC(=O)N1CCN(c2ccccc2O)CC1	4%	16%	-11%	-0.5	-29%	0	-3%	10	-2%
Cc1c(C)c2ccc(OC(C)C(=O)NCCCN3CCOCC3)c(C)c2oc1=O (stereo not drawn)	3%	14%	-9%	-0.1	-5%&2%	-1&6	-3%	-9	-3%
CN(C(=O)Cn1nnc(-c2ccccc2)n1)C1CCS(=O)(=O)C1 (stereo not drawn)	2%	-2%	11%	0.0	-6%	-4	-5%	3	1%
